Screening results deposited in PubChem BioAssay by several laboratories.
PLC-beta3 inh: human PLC-beta3 inhibitors, primary screen, biochemical, fluorescence; inhibition, % at 12.2 µM; Purified PLC-beta3, fluorogenic substrate; AID 720704, 2013; 1-phosphatidylinositol 4,5-bisphosphate phosphodiesterase beta-3 (Homo sapiens), Q01970; 370,000 tested, 0.18% active; in the data active = inhibition above about 11%;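 note: 0% = median of compound wells on plate and 100% = full blocker control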
hcDAF12 agonist: H. contortus DAF-12 nuclear receptor activators, primary screen, cell-based, luminescence, HEK293, lit1-tk-luc reporter; AID 652067, 2013; 370,000 tested, 1.4% active; HEK293 hcDAF-12 lit1-tk-luc reporter; 0% DMSO, 100% Δ7-dafachronic acid; activation, % at 6.8 µM;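 active = activation above the mean of all tested compounds plus 3 SD, cut at about 5.5% in these data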;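 note: 100% = response to 3 µM Δ7-dafachronic acid high control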
hgDAF-12 ag: H. glycines DAF-12 receptor agonists, primary screen, cell-based, luminescence, HEK293, GAL4 fusion, UAS-luciferase; HEK293 GAL4-hgDAF12 UAS-luciferase reporter, agonist luminescence; normalized to butyrate control; activation, % at 6.8 µM; 370,000 tested, 1.8% active;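 active = activation above a cutoff set at the mean of all screened compounds plus 3 SD, cut at about 10% in these data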;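 note: 0% = DMSO wells and 100% = sodium butyrate wells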
PLC-gamma1 inh: PLC-gamma1 enzyme inhibitors, primary screen, biochemical, fluorescence, purified enzyme; 1-phosphatidylinositol 4,5-bisphosphate phosphodiesterase gamma-1 (Homo sapiens), P19174; fluorogenic substrate; inhibition, % at 12.2 µM; 370,000 tested, 0.84% active; AID 720700, 2013; in the data active = inhibition above about 9.5%
NR1D1 modulator: modulators of Rev-erb alpha DNA binding, primary screen, biochemical, FITC-DNA, fluorescence polarization, uHTS. activity, % at 10 µM. AID 1259318, 2017. Rev-erbα–FITC-DNA binding, 90 min. 370,000 tested, 0.79% active. Nuclear receptor subfamily 1 group D member 1 (Homo sapiens), P20393;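 active = activity above about 14%, limit read from the data; passing the limit was not always enough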;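 note: 0% = DMSO wells with 35 nM protein and 100% = DMSO wells with 750 nM protein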
SMARCA2 activ: SMARCA2 (BRM) function activators, primary screen, cell-based, luminescence, high throughput; MG213 cells, MMTV-luciferase reporter, dexamethasone, overnight; activation, % at 9.1 µM; 370,000 tested, 1% active; in the data active = activation above about 7.8%;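 note: 0% = vehicle wells and 100% = reference activator wells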
MBD2 DNA inh: inhibitors of MBD2 binding to methylated DNA, primary screen, biochemical, TR-FRET, DNA-binding domain, human. inhibition, % at 4.4 µM. 370,000 tested, 0.31% active. MBD2 binding to methylated oligonucleotide. Methyl-CpG-binding domain protein 2 (Homo sapiens), Q9UBB5. AID 686964, 2013; in the data active = inhibition above about 13%
Target sequence (Q9UBB5 whole entry, looked up, the tested form may be a part): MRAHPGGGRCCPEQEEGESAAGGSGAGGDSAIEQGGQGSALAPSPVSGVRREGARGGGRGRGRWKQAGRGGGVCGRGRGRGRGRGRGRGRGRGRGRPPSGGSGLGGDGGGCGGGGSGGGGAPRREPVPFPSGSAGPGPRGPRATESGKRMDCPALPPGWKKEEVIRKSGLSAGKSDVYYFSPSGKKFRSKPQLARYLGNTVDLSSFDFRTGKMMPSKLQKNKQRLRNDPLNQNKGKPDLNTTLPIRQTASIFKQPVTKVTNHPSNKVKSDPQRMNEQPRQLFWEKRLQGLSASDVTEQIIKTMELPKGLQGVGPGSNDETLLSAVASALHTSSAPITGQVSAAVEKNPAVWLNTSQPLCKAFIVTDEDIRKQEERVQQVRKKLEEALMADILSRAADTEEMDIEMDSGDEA
ssDAF-12 act: S. stercoralis DAF-12 nuclear receptor activators, primary screen, cell-based, luminescence, HEK293, GRIP1 co-expression, lit1-tk-luc. Nuclear hormone receptor DAF-12 (Strongyloides stercoralis). HEK293 ssDAF-12/GRIP1 lit1-tk-luc reporter; % of 3 µM dafachronic acid response. activation, % at 6.8 µM. 370,000 tested, 1% active. AID 652126, 2013;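 active = activation above the mean over all tested compounds plus 3 SD, cut at about 0.9% in these data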;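 note: 0% = DMSO-only wells and 100% = 3 µM delta7-dafachronic acid wells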
DAX1 inh-1: DAX1 (NR0B1) inhibitors on StAR promoter, primary screen, cell-based, luminescence, SF-1 (NR5A1), full-length DAX-1 | HEK293T StAR-luciferase reporter, SF-1/DAX-1 repression relief | inhibition, % at 6.8 µM | 370,000 tested, 1.1% active | AID 652010, 2013;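 active = inhibition above the mean over all tested compounds plus 3 SD, cut at about 3.6% in these data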;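 note: 0% = DAX-1 cells with DMSO and 100% = cells lacking DAX-1 with DMSO; higher inhibition means more luminescence from relief of DAX-1 repression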
ADAM17 inh: ADAM17 inhibitors, primary screen, biochemical, QFRET. Disintegrin and metalloproteinase domain-containing protein 17 (Homo sapiens), P78536. recombinant ADAM17, EDANS/DABCYL FRET peptide cleavage. inhibition, % at 6.95 µM. 370,000 tested, 0.83% active. AID 720648, 2013;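 active = inhibition above the mean of compounds lying between control limits plus 3 SD, set per campaign, cut at about 8.5% in these data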;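 note: 0% = DMSO-only wells as the low control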
DAX1 inh-2: DAX1 (NR0B1) inhibitors, primary screen, cell-based, HEK293, Gal4-DAX1, luciferase luminescence; AID 504766, 2011; 340,000 tested, 0.99% active; HEK293 Gal4-DAX1 luciferase reporter; Nuclear receptor subfamily 0 group B member 1 (Homo sapiens), P51843; inhibition, % at 6.75 µM;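 active = inhibition above the mean over all tested compounds plus 3 SD, cut at about 4.2% in these data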;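 note: 0% = DAX1-transfected cells with DMSO and 100% = empty-vector control cells with DMSO; inhibition shows as a rise in luminescence from relieved DAX1 repression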
Target sequence (P51843 207-470 limits assumed): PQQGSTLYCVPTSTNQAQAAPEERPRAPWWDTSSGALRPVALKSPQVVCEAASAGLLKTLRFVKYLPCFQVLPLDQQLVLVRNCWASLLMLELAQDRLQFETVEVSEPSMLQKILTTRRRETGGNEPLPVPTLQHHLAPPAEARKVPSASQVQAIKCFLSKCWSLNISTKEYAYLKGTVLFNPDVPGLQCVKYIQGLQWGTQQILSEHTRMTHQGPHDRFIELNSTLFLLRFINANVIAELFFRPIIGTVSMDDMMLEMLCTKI
* marks the source's active call; other numbers are inactive results; nt = no result given.

SMILES	PLC-beta3 inh	hcDAF12 agonist	hgDAF-12 ag	PLC-gamma1 inh	NR1D1 modulator	SMARCA2 activ	MBD2 DNA inh	ssDAF-12 act	DAX1 inh-1	ADAM17 inh	DAX1 inh-2
CC12CCC(O)CC1=CCC1C2CCC2(C)C3=NN=CC3CC12 (centres undefined)	-3	-1.0	1.7	6	0	-2	0	-1.5	-0.6	2	2.7
COC(=O)c1ccc2nc(-c3ccc(Cl)cc3)c(Cc3ccc(OC)cc3C)n2c1	-23	-4.5	-9.3	-15	0	-5	10	-2.8	-3.2	-8	nt
CO[C@H]1CN(C)C(=O)c2cc(NC(=O)c3ccccc3)ccc2OC[C@H](C)NC[C@@H]1C	3	-1.1	-1.7	3	-4	-5	-6	-0.6	0.3	3	nt
Cc1ccccc1OCC1Cn2c(nc3c2c(=O)[nH]c(=O)n3C)O1 (centres undefined)	4	-1.3	0.6	2	-4	0	0	-1.7	-0.7	2	0.3
COc1cccc(-c2cc(NC=O)c3ncc(-c4cccc(C(=O)NCCN(C)C)c4)n3c2)c1	-39	0.9	-1.7	-25	-3	4	1	-0.9	1.0	-5	nt
OC(c1cccc(Cl)c1)c1nc(-c2ccccc2)cs1 (centres undefined)	-5	-1.3	0.3	0	1	-1	-4	-1.5	-1.4	0	nt
O=C(O)c1ccccc1-c1cn2cc(Cl)ccc2n1	-2	0.3	4.4	0	-2	-1	-4	-0.6	0.8	-6	-0.1
CCn1cc([N+](=O)[O-])c(C(=O)Nc2ccn(Cc3ccccc3)n2)n1	7	-1.5	2.1	5	-9	-3	-3	-1.1	-0.3	4	-0.2
Clc1cccc(-c2nc(-c3ccccn3)no2)c1	5	9.7*	4.5	6	0	5	-2	-0.2	1.0	1	-4.6
O=C1c2ccccc2C2(c3ccccc3)N1CCN2C(=O)C(Cl)(Cl)Cl (centres undefined)	2	-1.4	-2.7	1	4	1	6	-1.2	-0.2	2	1.3
CCCC(=O)Nc1cc(S(=O)(=O)N2CCOCC2)ccc1N1CCCCC1	0	-0.8	-1.7	-4	11	5	1	-1.7	0.7	-2	0.3
CCN=c1sc(C(=O)OC)cc(=O)n1CC	2	-1.8	3.4	-2	1	11*	-6	-0.7	0.5	0	0.1
COc1cc(C2C(C#N)=C(N)Oc3n[nH]c(-c4cccs4)c32)cc(OC)c1O (centres undefined)	-21	0.2	1.8	-12	-1	1	-8	-1.1	2.1	-2	0.3
O=C(CCc1ccc(S(=O)(=O)N2CCOCC2)cc1)Nc1cc(Cl)ccc1N1CCOCC1	2	-1.7	2.6	1	3	0	-3	-0.8	-0.4	1	0.0
CC(C)CNC(=O)C1(C)CCCN1C(=O)CSc1ccccc1 (centres undefined)	1	-1.9	-2.7	2	1	-2	-5	-1.6	0.5	2	nt
Nc1cc(OC(=O)c2ccccc2Br)nn1S(=O)(=O)c1ccccc1	1	-0.1	1.3	-2	3	-2	6	-0.9	-0.3	-3	1.5
CC(C)CCNC(=O)CC1C(=O)N(Cc2ccccc2)C(C)c2nc3ccccc3n21 (centres undefined)	6	-1.0	0.1	2	-2	-2	-2	-1.2	-0.1	2	-1.0
CC(C)NCC#CCOc1ccc(Cl)cc1	0	-0.8	5.9	-1	4	2	2	-1.5	0.2	-3	0.6
Cn1cc(S(=O)(=O)NC[C@H]2O[C@@H](n3ccc(=O)[nH]c3=O)[C@H](O)[C@@H]2O)cn1	1	0.8	-0.3	1	-2	-5	-2	-0.5	1.4	-1	0.1
CC(C)(C)NS(=O)(=O)c1ccc(/C=C/C(=O)O)cc1	-3	-1.1	0.0	2	1	-1	1	-1.2	0.6	-3	1.2
O=C1Nc2cc(C(=O)NCCCN3CCCC3)ccc2S/C1=C/c1ccccc1F	-87	-1.9	-0.4	-57	-9	1	0	-1.6	2.8	-1	-0.1
CCOc1cc(C=O)cc(Br)c1OCC(N)=O	2	0.8	-1.1	2	0	1	5	-1.6	-0.5	0	2.4
O=C(c1nc(SCc2ccc([N+](=O)[O-])cc2)n2ccccc12)C(F)(F)F	-3	-1.0	0.4	2	-1	6	1	-1.0	-0.6	-1	-1.2
COC(=O)CSC1=C(C#N)C(c2ccc(C)o2)CC(=O)N1 (centres undefined)	-3	-0.3	0.9	-5	-2	-4	-2	-0.6	-1.6	-4	-1.0
CCOC(=O)N1CCC(=NNS(=O)(=O)c2cccc([N+](=O)[O-])c2)CC1	-3	-0.1	0.8	-2	-1	1	-2	-0.3	0.2	-4	-0.3

Whole records, looked up by structure. Order of screens: PLC-beta3 inh, hcDAF12 agonist, hgDAF-12 ag, PLC-gamma1 inh, NR1D1 modulator, SMARCA2 activ, MBD2 DNA inh, ssDAF-12 act, DAX1 inh-1, ADAM17 inh, DAX1 inh-2
`Nc1cc(OC(=O)c2ccccc2Br)nn1S(=O)(=O)c1ccccc1` in the list: 1, -0.1, 1.3, -2, 3, -2, 6, -0.9, -0.3, -3, 1.5
`Cn1cc(S(=O)(=O)NC[C@H]2O[C@@H](n3ccc(=O)[nH]c3=O)[C@H](O)[C@@H]2O)cn1` in the list: 1, 0.8, -0.3, 1, -2, -5, -2, -0.5, 1.4, -1, 0.1
`CC12CCC(O)CC1=CCC1C2CCC2(C)C3=NN=CC3CC12` (centres undefined) in the list: -3, -1.0, 1.7, 6, 0, -2, 0, -1.5, -0.6, 2, 2.7

The list goes on:
SMILES	PLC-beta3 inh	hcDAF12 agonist	hgDAF-12 ag	PLC-gamma1 inh	NR1D1 modulator	SMARCA2 activ	MBD2 DNA inh	ssDAF-12 act	DAX1 inh-1	ADAM17 inh	DAX1 inh-2
CN1C(=O)C(=O)/C(=C(/O)c2ccccc2)C1c1ccccc1 (centres undefined)	-1	-1.3	1.0	4	-4	5	0	-0.5	1.0	1	-0.3
CC(C)(CO)NCc1cccs1	2	0.0	-2.5	5	1	1	-1	-0.6	0.2	6	-0.2
CCOC(=O)/C=c1\s/c(=C\c2ccc3cc(OC)ccc3c2)c(=O)n1CC(=O)NCC1CCCO1 (centres undefined)	-28	0.2	-0.7	-19	0	1	2	-0.8	-0.3	-11	-0.7
C#CCOc1ccc(Cl)cc1/C=C1/C(=O)ON=C1C	-9	-2.2	-0.8	-3	-3	-1	-3	-1.2	-0.4	-3	0.3
COc1ccccc1-c1nn(Cc2ccccc2)cc1/C=C/C(=O)O	-3	-0.5	0.4	-2	-2	-2	2	-1.4	0.3	-1	-1.4
CCOc1ccc2nc(SCC(=O)N(CCOC)c3c(N)n(Cc4ccccc4)c(=O)[nH]c3=O)[nH]c2c1	-4	3.1	2.7	-4	-10	-1	2	0.0	-0.2	-7	-0.3
O=C(CCCN1C(=O)/C(=C\c2cccs2)SC1=S)Nc1cccnc1	1	-2.1	-1.2	1	-8	-1	0	-1.4	1.3	3	1.2
COc1cc(C(=O)COC(=O)c2c(C)noc2C)cc(OC)c1OC	-9	-1.2	-2.3	0	0	-3	5	-1.0	0.7	-3	0.8
CNC(=S)Nc1cc(C(=O)N2CCCC2)ccc1N1CCCC1	3	-0.4	2.8	1	-1	-2	-2	-1.3	0.3	-2	1.5
O=C(Nc1nc2c(s1)CCCC2)c1cc2n(n1)C(C(F)(F)F)CC(C1CC1)N2 (centres undefined)	-3	-1.3	5.4	-2	-5	6	1	-0.9	-0.3	-4	0.6
Cc1ccc(CNC(=O)CNC(=O)c2c(C)nn(C)c2Cl)cc1	-4	0.9	-0.5	0	7	3	-3	-2.1	0.4	-3	0.5
CC(=O)c1ccc(NC(=O)c2ccc([N+](=O)[O-])o2)cc1	-4	-0.6	-3.6	0	-1	9.4*	-2	-0.6	-1.2	-1	-1.8
O=C(Nc1ccc2snnc2c1)Nc1cccc2ccccc12	-53	0.0	2.6	-28	3	-2	-6	-1.1	-1.4	-9	0.3
c1ccc2c(c1)ncn2-c1cncnc1	2	1.2	6.0	3	-11	-4	-6	-0.6	1.2	-2	nt
C=CCNc1nc(NCC)nc(N2CCOCC2)n1	-5	-1.7	-1.0	-2	-5	3	6	-1.1	0.0	-3	-0.9
COc1ccc(S(=O)(=O)N2CCCCCC2)cc1NC(=O)Cc1ccccc1	-5	-2.7	-2.7	0	9	-1	5	-1.6	-0.7	-3	1.8
COc1ccc(Nc2nc(-c3c(C)nc4ncccn34)cs2)cc1	-20	-1.9	-5.9	-18	3	-6	-4	-1.2	-0.9	-7	-0.4
CN(CCc1cnn(C)c1)C(=O)CCc1nnc(CCCc2ccccc2)o1	2	1.3	4.7	2	-3	0	-3	-1.1	0.3	-5	0.9
CCOC(=O)C(NC(=O)Nc1ccc(C(N)=O)cc1)(c1ccccc1)C(F)(F)F (centres undefined)	5	1.5	-1.5	-2	-4	-2	0	-0.8	0.3	-2	-1.4
O=C(c1cn(-c2ccccc2)nc1-c1ccc(F)cc1)N1CCOCC1	2	-0.5	-0.1	1	-1	-6	0	-1.1	0.6	-7	3.9
O=C(Nc1nc2c(s1)CCCC2)c1cc(-c2ccccc2)nc2ccccc12	-4	1.2	4.0	-1	-4	1	-2	-0.9	0.3	2	-0.8
O=C(OCCN(CCOC(=O)c1ccncc1)S(=O)(=O)c1cccs1)c1ccncc1	3	-1.3	-1.0	3	-5	1	4	0.1	-0.3	1	0.5
Cc1cccc(OCCCC(=O)Nc2nc3ccccc3[nH]2)c1	-6	0.4	14*	0	-1	18*	0	-1.1	0.3	-3	-0.9
CC(=O)N1CCOc2ccc(S(=O)(=O)NCCc3ccc(S(N)(=O)=O)cc3)cc21	-3	-2.2	-1.0	-1	-3	-3	-6	-1.4	-0.1	0	0.4

Compounds listed so far that have a CF3 group, in the order listed:
SMILES	PLC-beta3 inh	hcDAF12 agonist	hgDAF-12 ag	PLC-gamma1 inh	NR1D1 modulator	SMARCA2 activ	MBD2 DNA inh	ssDAF-12 act	DAX1 inh-1	ADAM17 inh	DAX1 inh-2
O=C(c1nc(SCc2ccc([N+](=O)[O-])cc2)n2ccccc12)C(F)(F)F	-3	-1.0	0.4	2	-1	6	1	-1.0	-0.6	-1	-1.2
O=C(Nc1nc2c(s1)CCCC2)c1cc2n(n1)C(C(F)(F)F)CC(C1CC1)N2 (centres undefined)	-3	-1.3	5.4	-2	-5	6	1	-0.9	-0.3	-4	0.6
CCOC(=O)C(NC(=O)Nc1ccc(C(N)=O)cc1)(c1ccccc1)C(F)(F)F (centres undefined)	5	1.5	-1.5	-2	-4	-2	0	-0.8	0.3	-2	-1.4
